# PPC-1+TRAIL kill – PPC-1 cancer cell killing with TRAIL present; PPC-1 cells + TRAIL, ATPLite viability luminescence; cell killing (% activity), % at 4 µM; 0.41% of 220,000 active;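 active = cell killing above 50% in the first pass at 4 µM, then a duplicate retest at 5 µM averaging 50% or more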;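 also: plate controls were cells with TRAIL plus DMSO for no effect and medium-only wells lacking cells for full effect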
# BaF3 tox – parental Ba/F3 viability inhibition as JAK2V617F counter-screen; AID 1486; CellTiter-Glo ATP luminescence; 1.1% of 220,000 active; inhibition, % at 5.6 µM;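 active = inhibition above a per-campaign cutoff, the mean inhibition of all tested compounds plus 3 SD, cut at about 27% in these data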;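 also: 0% = DMSO wells and 100% = JAK Inhibitor I control wells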
# CHOP inh – blocks CHOP induction under ER stress; AID 2732; 3.8% of 220,000 active; inhibition, % at 10 µM; CHO-K1 CHOP-promoter luciferase, tunicamycin-induced, 15-18 h;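 active = compounds that reduced the stress-induced luciferase reporter signal by more than about 70% of percent inhibition, limit read from the data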;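 also: 0% = tunicamycin plus vehicle and 100% = wells without tunicamycin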
# RBBP9 inh – blocks human serine hydrolase RBBP9. recombinant RBBP9, FP-Rh probe fluorescence polarization. 0.2% of 220,000 active. inhibition, % at 7.94 µM;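 active = inhibition above the campaign mean of all tested compounds plus 3 SD, cut at about 14% in these data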;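 also: plate controls were DMSO wells with RBBP9 for no effect and wells lacking RBBP9 protein for full effect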
# Target sequence (O75884 whole entry, looked up): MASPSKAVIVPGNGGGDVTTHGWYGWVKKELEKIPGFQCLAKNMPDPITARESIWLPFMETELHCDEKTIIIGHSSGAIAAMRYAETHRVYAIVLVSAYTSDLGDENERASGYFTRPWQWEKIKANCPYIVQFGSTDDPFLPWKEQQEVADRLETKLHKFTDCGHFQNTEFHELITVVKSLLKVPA
#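 Test system – recombinant human RBBP9 · Input – RBBP9 2.5 µM in dispensing solution, pre-mixing · Medium – Tris buffer pH 8.0, NaCl, Pluronic · Schedule – preincubation 30 min plus labeling 45 min at 25 °C · Measured by – fluorescence polarization · Measure – % inhibition · Controls – DMSO and no-protein wells · Replicates – one well per compound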
# TNF necrop inh – TNF-alpha cell death inhibition in Jurkat FADD-/- cells; Jurkat FADD-/- TNF necroptosis rescue, ATP luminescence, 24 h; 0 = TNF only, 100 = no-TNF cells; activation (protection from cell death), % at 10 µM; 0.068% of 220,000 active; AID 463075;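 active = activation, meaning protection from cell death, of at least 50% relative to plate controls; inactive = activation below 50%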;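 also: necroptosis triggered by 40 ng/mL TNF-alpha added together with compound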
# TRPML3 agonist – activates the human TRPML3 channel; activation, % at 3 µM; HEK293 TRPML3-YFP, Fluo-8 calcium fluorescence; 100% = the carbachol control signal; 0.29% of 220,000 active; Q8TDD5;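 active = activation above its plate's cutoff, the mean activation of the plate's test wells plus 3 SD, cut at about 12% in these data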;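 also: 0% = DMSO only wells and 100% = carbachol wells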
# Target sequence (Q8TDD5 whole entry, looked up): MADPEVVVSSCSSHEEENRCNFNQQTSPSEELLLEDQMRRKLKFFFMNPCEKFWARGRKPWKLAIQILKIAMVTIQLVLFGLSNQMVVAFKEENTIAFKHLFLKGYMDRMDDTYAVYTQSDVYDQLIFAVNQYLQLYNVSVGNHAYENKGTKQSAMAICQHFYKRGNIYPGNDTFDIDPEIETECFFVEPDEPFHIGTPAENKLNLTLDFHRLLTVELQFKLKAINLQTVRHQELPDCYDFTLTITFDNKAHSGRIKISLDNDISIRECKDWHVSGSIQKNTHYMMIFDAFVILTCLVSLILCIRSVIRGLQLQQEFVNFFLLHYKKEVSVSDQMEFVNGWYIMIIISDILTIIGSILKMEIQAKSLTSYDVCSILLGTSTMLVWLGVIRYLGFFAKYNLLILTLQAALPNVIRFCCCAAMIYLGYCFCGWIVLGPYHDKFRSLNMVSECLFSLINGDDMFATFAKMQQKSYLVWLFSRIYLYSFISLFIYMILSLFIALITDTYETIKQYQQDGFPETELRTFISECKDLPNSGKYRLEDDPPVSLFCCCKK
#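 Material: TRPML3-YFP stable HEK293 cells | Dosing: One concentration, 3 µM nominal, 0.3% DMSO | Timing: 125 s total fluorescence read per well | Technique: Fluo-8 calcium dye fluorescence, ex 470-495, em 515-575 nm | Measure: Percent activation from peak-to-basal fluorescence ratio, scaled between DMSO and carbachol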
# Ba/F3 V617F tox – reduce viability of Ba/F3 cells dependent on JAK2V617F; Ba/F3 EpoR-JAK2V617F viability, ATP luminescence; AID 1446; 1.1% of 220,000 active; inhibition, % at 5.6 µM;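 active = inhibition above the campaign mean plus 3 SD over all tested compounds, cut at about 24% in these data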;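 also: cytokine-independent growth of Ba/F3 cells driven by EpoR plus mutant JAK2; 0% = DMSO-treated cells and 100% = JAK inhibitor I control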
# zfTRPN1 agonist – agonists of zebrafish TRPN1 channel; HEK293 zebrafish TRPN1-YFP, Fluo-8 calcium fluorescence; 100% = response to 87 µM carbachol; activation, % at 3 µM; AID 1424; 0.18% of 220,000 active;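 active = activation above its plate's cutoff, the mean activation of test wells on that plate plus 3 SD, cut at about 19% in these data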;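 also: 0% = DMSO alone and 100% = 87 µM carbachol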
#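 Material: zebrafish TRPN1-YFP in HEK293 cells; Doses: single test compound dose, 3 µM nominal, 0.3% DMSO; Timing: dye loading 1 h at 37 °C, then 30 min room temperature; Technique: intracellular calcium fluorescence with Fluo-8; Benchmarks: high carbachol 87 µM, low DMSO alone.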
# Wee1 stabilizer – human Wee1 degradation inhibition, primary screen; HeLa Luc-Wee1K328M stability, luciferase luminescence; 100% = proteasome inhibitor MG132 effect; P30291; 1.2% of 220,000 active; reporter increase, % at 5 µM; AID 1321;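 active = activation above the mean of all tested compounds plus 3 SD, set per screening run, cut at about 8.8% in these data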;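 also: cells exposed to compound for 20 h before luminescence read; 0% = DMSO alone and 100% = MG132 at 30 µM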
# * hit, by the source's call; · = not tested or not shown; [ ] = remark or other dose.
SMILES,PPC-1+TRAIL kill,BaF3 tox,CHOP inh,RBBP9 inh,TNF necrop inh,TRPML3 agonist,Ba/F3 V617F tox,zfTRPN1 agonist,Wee1 stabilizer
Cc1ccc(CNC(=O)CN(C)S(=O)(=O)c2cccs2)cc1,3,8,-10,-12,0.3,0.1,3,0.0,0
Cc1nc2ccc(S(=O)(=O)NC(C(=O)Nc3nc4ccc(Cl)cc4s3)C(C)C)cc2s1 (centres undefined),0,3,29,-6,0.3,-0.6,-1,-0.4,-1
O=C(CN1CCN(Cc2ccccc2F)C1=O)NCc1ccco1,32,7,-21,0,0.6,0.1,-2,-0.4,3
Cc1ccccc1CN1CCNC(=O)C1CC(=O)O (centres undefined),6,6,8,-4,0.5,1.6,0,0.3,2
CC(=O)N1CCN(c2ccc(NCc3ccc(C)cc3)cc2)CC1,2,9,-5,-1,-2.1,-0.2,-2,1.5,-1
CCOc1ccc(CCNC(=O)CSc2cc(=O)n(C)c3cc(Cl)ccc23)cc1OCC,0,-2,11,-8,2.1,0.8,-5,1.0,7
Cc1cc(CN(C)C(=O)CC2C(=O)NCCN2Cc2c(F)cccc2Cl)n[nH]1 (centres undefined),10,5,-7,-8,0.1,1.2,-2,-0.5,1
CCN1CCN(C(CNS(=O)(=O)c2cccs2)c2cccnc2)CC1 (centres undefined),-10,1,-13,11,5.7,1.1,-3,2.1,1
COc1ccccc1N1CCN(C(=O)C2CCC(Cn3c(=S)[nH]c4ccccc4c3=O)CC2)CC1 (centres undefined),-4,2,52,-4,-6.3,0.6,-3,1.1,0
O=C(CC1Sc2ccccc2NC1=O)Nc1cccnc1 (centres undefined),31,8,12,-4,2.1,1.1,1,1.7,5
CCOc1ccc(CN2CCN(C(=O)c3cccc(F)c3)CC2)cc1,12,7,-8,-8,-5.0,2.4,-1,4.9,-1
CCOC(=O)CC1=C(C(=O)OCC)C(c2ccc(OC)c(OC)c2)C(C#N)=C(N)O1 (centres undefined),-9,6,-10,1,-0.8,0.2,-1,0.5,-2
Cc1ccc(OCCOCCNC(C)(C)C)c([N+](=O)[O-])c1,28,0,-27,-5,1.8,-0.1,0,-0.4,1
C=CCn1c(C)cc(C2=NNC(=NCc3ccccc3)SC2)c1C,-11,4,30,3,0.6,-0.1,0,0.1,0
N#Cc1cc2c(nc1S(=O)(=O)Cc1ccccc1)CCCC2,8,-1,14,-10,-0.3,0.8,-3,-0.6,1
O=c1[nH]c2ccc(Br)cc2c(-c2ccccc2)c1N1CCOCC1,-11,0,77*,0,-1.0,0.7,-2,1.2,-2
CC(C)CC(C(=O)NCC1CCCO1)N(C(=O)Cn1nnc(-c2ccc(F)cc2)n1)c1ccccc1F (centres undefined),13,6,23,-7,-4.0,0.7,-1,0.3,0
CCOC(=O)N1CCc2c(sc3nc4n(c(=O)c23)N=C(C)CS4)C1,11,8,-12,-11,-7.4,0.4,5,1.1,-1
c1ccc(Cn2c(NCc3ccccn3)nc3ccccc32)cc1,8,10,20,-5,1.0,-0.2,1,-1.6,0
Cc1ccc(C)c(NC(=O)CS(=O)(=O)c2cn(C)c3ccccc23)c1,19,1,18,0,0.2,0.0,0,-0.5,2
CCN(CC)CCCN(Cc1cc2cc3c(cc2[nH]c1=O)OCO3)C(=S)NCc1ccco1,11,5,-10,-12,2.4,0.5,-1,0.6,-5
CC(C)OCCCNc1ncnc2c1cnn2-c1ccccc1,·,1,-8,2,1.9,-0.1,-3,1.8,-1
CC/C(=N\Nc1ccc([N+](=O)[O-])cc1)c1ccccc1,7,7,75*,-1,4.0,0.8,0,-0.2,-2
CCn1cc(C(=O)OCc2cccc(Br)c2)c(=O)c2ccc(C)nc21,3,3,66,-7,-2.4,-0.9,1,-2.0,-1
COC(=O)c1ccc(-c2ccc(F)cc2)nc1C,22,-1,8,1,0.5,0.8,-2,1.3,1
O=C1NC(c2ccccc2)=N/C1=C/c1ccco1,30,3,21,-8,2.6,1.2,-1,0.2,2
Cc1ccc2nc(-c3ccccn3)oc2c1,65*[5 µM],5,0,-3,-12,0.1,3,-0.2,2
C/C(=N\Nc1nc2ccccc2[nH]1)c1ccc(C)o1,25,9,6,-4,3.6,0.5,1,1.0,6
CCc1cccc(NC(=S)N2CCC(c3ccccc3)C2)c1 (centres undefined),4,7,-14,-9,0.4,-0.7,1,-0.7,3
COc1ccc(NC(=O)CSc2nnc(-c3ccccc3)n2Cc2ccco2)cc1OC,2,6,16,-8,-0.1,-0.3,2,0.5,-2

# Looked up by structure from the list above, 2 records:
SMILES,PPC-1+TRAIL kill,BaF3 tox,CHOP inh,RBBP9 inh,TNF necrop inh,TRPML3 agonist,Ba/F3 V617F tox,zfTRPN1 agonist,Wee1 stabilizer
CCn1cc(C(=O)OCc2cccc(Br)c2)c(=O)c2ccc(C)nc21,3,3,66,-7,-2.4,-0.9,1,-2.0,-1
C/C(=N\Nc1nc2ccccc2[nH]1)c1ccc(C)o1,25,9,6,-4,3.6,0.5,1,1.0,6

# Later entries.
SMILES,PPC-1+TRAIL kill,BaF3 tox,CHOP inh,RBBP9 inh,TNF necrop inh,TRPML3 agonist,Ba/F3 V617F tox,zfTRPN1 agonist,Wee1 stabilizer
Cc1ccc(-n2ncc3c(SCc4cccnc4)ncnc32)c(C)c1,29,4,54,5,-5.4,2.0,-2,5.7,-2
Cc1sc2nc(COC(=O)CNC(=O)c3ccc(C(C)(C)C)cc3)[nH]c(=O)c2c1C,5,7,0,-11,2.0,-0.3,2,0.4,0
CC1=NN(C(=O)c2ccccc2-n2cccc2)C(O)(C(F)(F)F)C1 (centres undefined),0,3,-26,1,-2.0,0.2,-1,-1.5,-1
CC1CN(C2=NC(=O)/C(=C/c3ccncc3)S2)CC(C)O1 (centres undefined),-2,1,-8,-3,11,0.6,-4,0.9,-1
Cc1ccc(NC(=O)c2ccc(NCC3CCCO3)c([N+](=O)[O-])c2)cc1Cl (centres undefined),·,4,68,1,-1.8,0.7,-2,-1.1,0
CCCn1c(SCC(=O)Nc2ccccc2C(=O)OCC)nc2c1c(=O)n(C)c(=O)n2C,·,6,·,-7,-0.8,1.8,1,-0.6,0
CCNc1nc(-c2cc(C)n(Cc3ccco3)c2C)cs1,17,6,6,7,-0.2,-0.1,-4,0.9,2
Cc1ccc(O)c(C(=O)c2cnc3c(c2)c(-c2ccc(F)cc2)c(C#N)c(=O)n3C)c1,14,5,5,8,-1.1,0.0,0,-0.5,-3
O=C(Nc1cccc(O)c1)c1cc(S(=O)(=O)N2CCCC2)ccc1Cl,29,4,49,-9,-2.7,0.3,2,0.7,2
CCCCN(CCCNC(=O)C1CCN(S(=O)(=O)CC)CC1)c1ccccc1,8,0,-16,3,-1.6,-0.8,1,-2.1,0
CC(=O)C1C(c2ccc(C)cc2)c2c(n[nH]c2C)CC1(C)O (centres undefined),-2,4,20,-5,-0.3,0.8,-3,-0.7,-1
CCOc1ccc(OCCOCCN2CCc3ccccc3C2)cc1,6,3,15,3,0.2,-0.9,6,-1.2,-3
COCCNC(=O)C(c1cccs1)N(C(=O)Cn1nnc2ccccc21)c1ccc2c(c1)OCO2 (centres undefined),-6,2,-5,1,-3.2,-0.2,-2,0.9,0
COC(=O)c1ccc(COc2cccc(OC)c2)o1,17,3,1,7,2.2,-0.3,-3,-1.4,6
Cc1c(Br)c([N+](=O)[O-])nn1CC(=O)NCc1ccco1,22,0,-28,-5,3.8,0.3,-5,1.1,6
O=C(O)c1cccc(Cn2c(Cl)c(/C=N/NC(=O)c3cc4ccccc4cc3O)sc2=O)c1,7,-2,6,-15,-0.2,0.4,5,-0.6,-2
Cc1ccc(S(=O)(=O)c2c(C)cc(C)nc2N2CCCCC2)cc1,-12,6,40,0,-0.6,4.3,0,-2.2,1
CCCCNC(=O)C1CCN(Cc2ccc(OCc3ccccc3)cc2)CC1,3,5,-18,-8,-1.3,2.0,3,1.7,-1
CCn1cc(C2=NC(C)(C)CO2)c2ccccc21,6,5,-17,8,1.3,0.5,-3,-1.2,4
CNC(=O)c1cc2ccc(OC)cc2oc1=O,2,-1,-11,-3,1.5,0.7,-3,1.3,-1
Cc1cccc(/C=N/NC(=O)Cn2nccc2C)n1,0,-2,-8,-2,0.7,0.5,-2,1.1,3
Cc1ccc(C(=O)Nc2nc3ccccc3n2CCN2CCCC2)cc1,5,8,20,13,-4.2,0.9,0,-0.1,4
NC(=O)c1c(NC(=S)Nc2ccc(F)cc2)sc2c1CCCC2,14,-2,60,-4,1.6,0.3,-6,-0.5,2
O=C(COC(=O)C1=COCCO1)Nc1ncc(C(F)(F)F)cc1Cl,10,2,-5,-5,-3.3,0.3,-3,0.6,-1
O=C(Nc1cccc(-c2cnc3ccccc3n2)c1)c1cccc(NC(=O)c2ccco2)c1,0,1,29,-23,-12,1.1,-4,0.1,1
COc1ccc(Cl)cc1NC(=O)/C=C\C(=O)O,18,3,4,-4,1.1,0.6,-3,0.4,3
CSC1=C(C#N)C(c2ccc(C(C)C)cc2)CC(=O)N1 (centres undefined),0,7,73*,-6,2.6,0.8,-1,2.1,1
O=C(CN1C(=O)C2C3c4ccccc4C(c4ccccc43)C2C1=O)Nc1cccc(C(=O)O)c1 (centres undefined),9,-3,-19,-2,-0.2,0.9,-4,0.9,1
CC(=O)n1cc(/C=N/NC(N)=S)c2ccccc21,15,10,-12,-2,-6.1,0.1,5,0.9,-1
Cc1ccccc1NC(=O)CN1C(=O)NC(C)(CCc2ccccc2)C1=O (centres undefined),33,3,-6,-3,0.2,0.9,-2,0.0,-1
CCCNC(=O)COc1ccc2c(=O)c(Oc3ccccc3F)coc2c1,18,6,4,-6,3.0,1.2,-2,1.9,1
O=[N+]([O-])c1ccc(N2CCN(Cc3ccccc3)CC2)c(S(=O)(=O)N2CCOCC2)c1,18,2,28,-4,-0.5,0.3,-1,-0.4,-1
O=C(CCN1CCN(c2ccccc2)CC1)NNC(=O)c1cccc2ccccc12,23,8,20,-10,-0.4,0.3,4,-0.5,-1
CCc1ccccc1N(CC)C(=O)c1cn(C)c(=O)c2cc(OC)c(OC)cc12,-36,2,35,-2,1.2,-0.7,-4,0.4,1
O=C1COc2ccc3ccccc3c2CN1,9,3,22,-15,-1.6,0.7,-1,-0.4,2
CN(C)Cc1nc2ccccc2c(=O)n1Cc1nc(-c2cc3ccccc3o2)cs1,6,5,55,-3,-6.4,-0.3,1,-0.2,4
N#Cc1cc2c(nc1SCc1ccccc1)CCC2,16,3,10,-8,-1.9,0.0,0,0.6,-2
NNC(=O)c1csc(-c2ncc(C(F)(F)F)cc2Cl)n1,-8,-6,10,-6,-0.6,0.5,-2,-2.3,6
